Screens (PubChem BioAssay)
dFosB act – mouse delta FosB homodimer activation; activation, % at 25 µM; 0.99% of 340,000 active; purified delta FosB, TAMRA-CDK5 oligo fluorescence polarization; percent of positive-control signal above neutral wells; P13346;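 active = mean activation above about 17%, with every replicate also reaching it, limit read from the data, passing the limit was not always enough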;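 also: fluorescence polarization rise as delta FosB binds a TAMRA Cdk5 AP-1 oligo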
SUMO Mot1 rescue – inhibitors of SUMOylation pathway: yeast Mot1-301 growth rescue | S. cerevisiae Mot1-301 growth rescue, ATP luminescence, 38.5C; percent above DMSO median, 100 means doubled | AID 2716 | growth rescue, % at 18.8 µM | 1% of 320,000 active;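 active = every valid replicate shows activation above 250% relative to neutral control wells; inactive = the rest, any valid replicate at or below 250%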;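 also: OY570 slx delta 5 strain wells were the positive control but not used for scaling; some compounds called inactive have numbers as strong as hits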
PKA-R2B act – activators of human PKA-R2B complex | P22694+P31323 | 0.079% of 340,000 active | activation, % at 11.4 µM | PKA-R2B holoenzyme dissociation, Cy5-IP20 fluorescence polarization; R2B truncated from residue 108, S112A mutant; 0% DMSO only, 100% 113 µM cGMP;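 active = activation above a cutoff set at the mean over all compounds plus 3 SD, cut at about 18% in these data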;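 also: higher means more holoenzyme dissociation and a rise in polarization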
CDK5 p35 inh – blocks human CDK5/p35 kinase activity | Q00535+Q15078 | Recombinant CDK5/p35, ADP-Glo luminescence, 60 min | inhibition, % at 10 µM | 0.01% of 330,000 active | AID 488839;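 active = highest replicate inhibition of at least 50% and at least 75% of replicates reaching 50%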;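 also: plate controls were DMSO neutral control for no effect and GW8510 at 10 µM for full effect; many of its hits are not listed in these tables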
Pemphigus Ab inh – inhibitors of pemphigus antibody binding to human desmoglein-3 | P32926 | DSG3-coupled beads, scFv-anti-DSG3-GFP binding, flow cytometry; active compounds read low | binding (percent of control), % at 10 µM | 0.48% of 310,000 active | AID 588358;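 active = binding more than 3 SD below its plate's average and above zero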;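 also: hits lower antibody fragment binding to DSG3; some compounds called inactive have numbers as strong as hits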
NSD2 HMT inh – blocks human histone methyltransferase NSD2; O96028; inhibition, % at 12.5 µM; NSD2 peptide methylation, AlphaScreen, 120 min; 0.54% of 310,000 active; in the data active = inhibition above about 50%
Target sequence (O96028 whole entry, looked up): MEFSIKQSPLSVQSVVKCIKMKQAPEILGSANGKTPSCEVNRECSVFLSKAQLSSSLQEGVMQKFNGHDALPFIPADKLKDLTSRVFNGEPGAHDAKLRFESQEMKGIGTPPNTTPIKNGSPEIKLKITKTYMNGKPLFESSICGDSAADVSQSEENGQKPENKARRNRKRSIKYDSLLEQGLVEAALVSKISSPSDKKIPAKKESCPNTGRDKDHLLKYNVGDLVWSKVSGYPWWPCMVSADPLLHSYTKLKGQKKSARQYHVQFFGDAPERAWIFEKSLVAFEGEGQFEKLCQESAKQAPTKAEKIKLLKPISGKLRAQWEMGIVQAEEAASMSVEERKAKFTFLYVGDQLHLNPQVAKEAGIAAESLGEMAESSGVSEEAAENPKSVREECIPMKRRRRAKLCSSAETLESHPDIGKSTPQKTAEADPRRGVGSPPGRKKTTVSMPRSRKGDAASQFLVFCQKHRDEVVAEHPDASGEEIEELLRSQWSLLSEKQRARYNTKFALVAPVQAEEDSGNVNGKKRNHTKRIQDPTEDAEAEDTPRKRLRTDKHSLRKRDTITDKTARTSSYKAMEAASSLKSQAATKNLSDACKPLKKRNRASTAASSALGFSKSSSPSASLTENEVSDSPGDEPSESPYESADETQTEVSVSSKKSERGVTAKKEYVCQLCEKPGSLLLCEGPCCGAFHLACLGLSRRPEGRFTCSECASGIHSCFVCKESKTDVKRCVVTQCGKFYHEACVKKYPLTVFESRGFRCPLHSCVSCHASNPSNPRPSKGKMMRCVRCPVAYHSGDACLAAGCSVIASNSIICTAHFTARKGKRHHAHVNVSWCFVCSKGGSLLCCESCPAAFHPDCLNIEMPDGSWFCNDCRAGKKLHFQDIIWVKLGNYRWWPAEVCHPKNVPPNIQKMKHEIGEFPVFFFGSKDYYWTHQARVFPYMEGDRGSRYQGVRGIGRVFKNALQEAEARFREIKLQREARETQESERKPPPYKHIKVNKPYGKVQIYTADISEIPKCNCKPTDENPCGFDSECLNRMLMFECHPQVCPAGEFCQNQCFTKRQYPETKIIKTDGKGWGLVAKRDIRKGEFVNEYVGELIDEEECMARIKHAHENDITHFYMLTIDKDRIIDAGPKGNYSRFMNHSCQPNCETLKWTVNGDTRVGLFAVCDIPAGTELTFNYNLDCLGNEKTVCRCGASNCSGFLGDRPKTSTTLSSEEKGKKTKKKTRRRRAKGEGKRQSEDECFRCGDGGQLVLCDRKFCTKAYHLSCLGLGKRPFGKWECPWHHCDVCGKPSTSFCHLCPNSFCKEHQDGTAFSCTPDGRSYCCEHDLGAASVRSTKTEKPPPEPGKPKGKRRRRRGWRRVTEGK
SR-BI DiI inh – inhibitors of mouse SR-BI mediated HDL lipid uptake | Q61009 | inhibition, % at 12.5 µM | ldlA[mSR-BI] CHO cells, DiI-HDL uptake fluorescence, 3 h | 0.96% of 320,000 active;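 active = mean replicate inhibition of at least 70% and a set share of replicates each scoring 70 or more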;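 also: 0% = median of neutral control wells and 100% = median of positive control wells; values of inactives mirror those of a sister screen read the other way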
PKA-R1A activ – activators of PKA-R1A complex | P00514+P68181 | activation, % at 11.4 µM | 0.083% of 340,000 active | AID 504707 | PKA-R1A dissociation, Cy5-IP20 fluorescence polarization; scaled: DMSO 0%, 113 µM cGMP 100%;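 active = percent activation above the mean of all tested compounds plus 3 SD, cut at about 19% in these data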;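 also: higher means more PKAc released from R1A so a rise in polarization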
SR-BI uptake up – activators of SR-BI mediated HDL lipid uptake; AID 504775; activation, % at 12.5 µM; 0.096% of 320,000 active; CHO ldlA[mSR-BI] cells, DiI-HDL uptake fluorescence, 3 h; 100 = double the neutral-control signal;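 active = mean replicate activation of at least 60% and every replicate at or above 60%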;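 also: 0% = median plate neutral-control signal and 100% = twice that signal; values of inactives mirror those of a sister screen read the other way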
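Test system: SR-BI-overexpressing, LDLR-lacking CHO cells; Also added: labelled HDL, 10 µg/mL; Measured by: bottom-read cell fluorescence after medium removal, ex 550/em 595 nm; Timing: 3 h uptake period with compound, 37 °C; Buffer or medium: F12, 0.5% BSA, 25 mM HEPES; Doses: single compound concentration, delivered by pin transfer.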
MITF act – MITF TRPM1 promoter activation in melanoma cells; SK-MEL-5 TRPM1-promoter luciferase, 24 h; % of positive control, neutral wells = 0; activation, % at 12.5 µM; 0.75% of 300,000 active; AID 588334;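 active = mean activation of at least 80% with every replicate also reaching 80%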;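 also: 0% = neutral control wells and 100% = parthenolide positive control wells; values of inactives mirror those of a sister screen read the other way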
Arr AP2 block – human beta-arrestin and AP2 interaction inhibition; FITC-arrestin peptide / GST-AP2 beads, flow cytometry; AP2 beta2 appendage carries R879A mutation; inhibition, % at 10 µM; 0.31% of 340,000 active;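 active = inhibition above a set limit, near 3 SD of compounds lacking own fluorescence, cut at about 54% in these data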;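 also: plate controls were DMSO wells for no effect and 5 µM unlabelled arrestin peptide for full effect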
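System: GST-AP2 R879A bound to glutathione beads, E. coli-expressed. Also added: 50 nM FITC-arrestin peptide. Schedule: compound with beads 12 min RT, then probe 1 h RT. Signal: bead flow cytometry, FITC channel. Read-out basis: percent response.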
* = called active by the depositor; i = inactive; x = no result given.

SMILES	dFosB act	SUMO Mot1 rescue	PKA-R2B act	CDK5 p35 inh	Pemphigus Ab inh	NSD2 HMT inh	SR-BI DiI inh	PKA-R1A activ	SR-BI uptake up	MITF act	Arr AP2 block
O=C(Nc1ccc(N2CCOCC2)cc1Cl)C1CCN(C(=O)OCc2ccccc2)CC1	-12	4	-7	-11	x	0	13	-4	-13	-8	-3
COc1ccc(NS(=O)(=O)c2ccc(NC(=S)NC(=O)CC(C)C)cc2)cc1	3	-11	-10	2.0	113	7	7	-10	-7	-5	12
O=C(O)CCC(NC(=O)C1CCCN1C(=O)OCc1ccccc1)C(=O)O (configuration not stated)	3	9	4	-1.6	101	-1	-16	4	15	-5	-19
Cc1sc(NC(=O)c2ccc(OCC(C)C)cc2)c(C(N)=O)c1-c1ccc(Cl)cc1Cl	-3	16	2	-1.0	107	-3	29	9	-29	2	-7
CCOc1ccc(C(=O)NCC(=O)OCc2c(C)noc2C)cc1	1	-8	-6	-0.5	105	-2	2	0	-2	5	-1
COC(=O)c1cc(-c2ccccc2)on1	6	0	-10	0.5	103	-1	-17	-4	17	0	3
CCCCOC(=O)CN1C(=O)c2ccc(C(=O)OCCCC)cc2C1=O	-1	17	-2	-0.7	x	-1	17	1	-17	-1	-4
Cc1ccc(-c2nc(-c3nccc4ccccc34)oc2-c2ccccc2)cc1	-12	6	0	0.3	83	-6	28	-12	-28	45	7
Cc1ccc(COC(=O)CCCN=C2NS(=O)(=O)c3ccccc32)cc1	-7	300	-11	0.2	92	-1	-44	-12	44	2	18
O=C(OC(C(=O)NCc1cccs1)c1ccccc1Cl)c1ccco1 (configuration not stated)	-16	0	3	-2.8	96	0	-10	-10	10	-3	-10
Cc1cc(NC(=O)CCN2CCC(C(N)=O)CC2)ccc1Br	-6	-8	-8	0.4	x	-3	-28	-4	28	0	3
COc1ccc(N2CCN(S(=O)(=O)c3cccc4nsnc34)CC2)cc1	2	-15	-3	-13	98	8	15	-2	-15	-1	-12
CCCn1c(C(=O)OC)cc2c1ccn2-c1ccc(F)cc1	7	9	-5	-0.1	96	2	16	0	-16	x	-11
O=c1cc(-c2ccc(F)cc2)oc2ccccc12	10	x	-2	-0.5	97	-4	10	1	-10	12	-18
COC(=O)[C@@H](NC(=O)NCCC1=CCCCC1)C(C)C	-2	83	2	-0.5	107	0	4	-17	-4	1	-4
CCOC(=O)C(=O)Nc1nnc(C2CCCCC2)s1	3	7	0	-0.3	100	4	9	-2	-9	-3	30
COc1ccc(C(=O)CSc2nnc(-c3cnccn3)n2Cc2ccco2)cc1	-12	71	-3	-1.1	x	2	33	2	-33	x	3
O=C(COc1ccc(Cl)cc1)Nc1ccc2c(c1)nc1n2CCOC1	-7	53	5	0.2	97	3	4	-1	-4	14	3
O=C(/C=C/c1ccc(Br)o1)NCc1ccccc1	-15	-13	-8	0.8	99	-1	x	3	x	-4	46
N#CC1=C(N)SC(N)=C(C#N)C1C1C=CCCC1 (configuration not stated)	0	-17	1	1.3	104	-1	-6	-4	6	-14	6
Cc1ccc(NC(=O)CCNS(=O)(=O)c2ccc(OC(F)(F)F)cc2)c(O)c1	-7	26	0	0.6	x	-1	-6	-6	6	5	11
CCCc1cc(-n2ccnc2)n2c(nc3ccccc32)c1C#N	-1	i	4	1.0	114	1	-1	-1	1	-6	-9
Cc1cc2nc(-c3ccc(SCc4ccc(C#N)cc4)nc3)[nH]c2cc1C	-7	-4	-1	0.8	131	12	30	-12	-30	9	0
Cc1[nH]c2ccccc2c1C(=O)CN1C(=O)C(=O)N(C2CCCC2)C1=O	47*	-4	-3	-0.3	102	2	4	2	-4	3	2
Cc1ccc2cc(CN(CC3CCCO3)C(=S)NCc3ccco3)c(=O)[nH]c2c1C (configuration not stated)	-11	81	8	-0.7	100	1	3	-6	-3	18	2
CC(C)CN1C(=O)C(=O)N(CC(=O)N2CCC(Cc3ccccc3)CC2)C1=O	1	7	1	-0.4	100	-3	-54	4	54	9	25
O=c1cnnc(Nc2cccc(F)c2)[nH]1	3	-15	-4	0.3	101	-3	-16	-5	16	-27	10
Cc1cc(N)ccc1-n1c(C)ccc1C	-22	-8	-3	-0.5	x	0	-6	-10	6	x	30
CCc1cc2c(CN3CCN(CCO)CC3)cc(=O)oc2cc1O	5	8	6	1.3	80	-1	-24	8	24	x	-15
Cc1ccc(SC/C(O)=C(\C#N)c2nc3ccccc3n2C)cc1	-5	-6	-2	2.3	110	0	8	-4	-8	5	3
CC(=O)N=c1n(C)c2ccccc2n1CCOc1ccccc1	1	48	3	0.4	102	-2	-21	-1	21	7	4
COc1ccccc1N1CCN(C2CCCC(C)C2)CC1 (configuration not stated)	-8	2	-10	-0.8	96	-6	7	-4	-7	4	-1
C/C=C/c1ccc(OCCOCCNCc2ccccc2)c(OC)c1	-9	30	3	2.0	103	6	24	-1	-24	-1	-20
CC(C)N1C(=S)SC(C)(C)C1NO (configuration not stated)	6	-12	-4	0.9	106	-1	x	-4	x	-11	0
O=C1c2ccccc2CCC12N=NCC2c1ccccc1 (configuration not stated)	-4	246	1	2.5	x	3	0	-25	0	x	0
CCOC(=O)Cn1nc(C)n(-c2ccc(C(C)C)cc2)c1=O	3	12	-11	0.9	108	-2	-29	-15	29	-10	37
O=c1cc(CN2CCC(Cc3ccccc3)CC2)nc2sccn12	-3	4	-4	-0.7	101	1	-25	-4	25	36	15
COc1ccc2[nH]cc(CC(=O)O)c2c1	0	-9	6	-0.4	99	x	-27	-7	27	-8	3
COc1ccc2[nH]c(=O)c(CN(CC3CCCO3)C(=O)Nc3ccccc3OC)cc2c1 (configuration not stated)	-3	x	2	-0.2	92	6	x	7	x	-4	28
CCN1c2ccccc2NC2C1C(C(C)=O)C(=O)N2c1ccc(Cl)cc1 (configuration not stated)	-14	-13	-9	3.3	122	-1	-7	3	7	-63	-1
CCOC(=O)C1CCN(C(=O)C2COc3ccccc3O2)CC1 (configuration not stated)	-3	-13	2	1.7	101	-9	-8	5	8	-6	1
CCC(NCc1cccnc1)c1ccc(OC)c(OC)c1 (configuration not stated)	0	x	-7	-1.4	111	-4	-39	-3	39	x	16
Cc1cc(C)c2cc(C#N)c(NCCCNC(=O)CCC(=O)O)nc2c1	-3	-15	2	-1.1	108	-3	-9	-3	9	1	-8
Cc1cccc(C(=O)NNC(=S)NC(=O)c2cccs2)c1	-8	-14	-2	1.8	x	3	-16	9	16	-8	24
COc1ccccc1CNC(=O)COC(=O)c1ccc(Cl)c(N)c1	-1	-13	-7	4.6	88	2	-18	-7	18	-11	-8
O=C(COc1ccccc1)Nc1ccc2c(c1)C(=O)N(CC1CCCO1)C2=O (configuration not stated)	-5	183	-5	-0.5	110	-3	40	-9	-26	9	-23
O=C(C1Cc2ccccc2CN1S(=O)(=O)c1ccc(F)cc1)N1CCOCC1 (configuration not stated)	-1	8	-10	-0.7	99	24	-35	5	35	21	-12
Cc1ccc(C(=O)NC(=S)Nc2ccc3[nH]c(=O)[nH]c3c2)cc1	-5	3	-1	0.3	116	-2	-14	11	14	-4	11

A portion from further up, as a working copy:
SMILES	dFosB act	SUMO Mot1 rescue	PKA-R2B act	CDK5 p35 inh	Pemphigus Ab inh	NSD2 HMT inh	SR-BI DiI inh	PKA-R1A activ	SR-BI uptake up	MITF act	Arr AP2 block
C/C=C/c1ccc(OCCOCCNCc2ccccc2)c(OC)c1	-9	30	3	2.0	103	6	24	-1	-24	-1	-20
CC(C)N1C(=S)SC(C)(C)C1NO (configuration not stated)	6	-12	-4	0.9	106	-1	x	-4	x	-11	0
O=C1c2ccccc2CCC12N=NCC2c1ccccc1 (configuration not stated)	-4	246	1	2.5	x	3	0	-25	0	x	0
CCOC(=O)Cn1nc(C)n(-c2ccc(C(C)C)cc2)c1=O	3	12	-11	0.9	108	-2	-29	-15	29	-10	37
O=c1cc(CN2CCC(Cc3ccccc3)CC2)nc2sccn12	-3	4	-4	-0.7	101	1	-25	-4	25	36	15
COc1ccc2[nH]cc(CC(=O)O)c2c1	0	-9	6	-0.4	99	x	-27	-7	27	-8	3
COc1ccc2[nH]c(=O)c(CN(CC3CCCO3)C(=O)Nc3ccccc3OC)cc2c1 (configuration not stated)	-3	x	2	-0.2	92	6	x	7	x	-4	28
CCN1c2ccccc2NC2C1C(C(C)=O)C(=O)N2c1ccc(Cl)cc1 (configuration not stated)	-14	-13	-9	3.3	122	-1	-7	3	7	-63	-1
CCOC(=O)C1CCN(C(=O)C2COc3ccccc3O2)CC1 (configuration not stated)	-3	-13	2	1.7	101	-9	-8	5	8	-6	1
CCC(NCc1cccnc1)c1ccc(OC)c(OC)c1 (configuration not stated)	0	x	-7	-1.4	111	-4	-39	-3	39	x	16
Cc1cc(C)c2cc(C#N)c(NCCCNC(=O)CCC(=O)O)nc2c1	-3	-15	2	-1.1	108	-3	-9	-3	9	1	-8
Cc1cccc(C(=O)NNC(=S)NC(=O)c2cccs2)c1	-8	-14	-2	1.8	x	3	-16	9	16	-8	24
COc1ccccc1CNC(=O)COC(=O)c1ccc(Cl)c(N)c1	-1	-13	-7	4.6	88	2	-18	-7	18	-11	-8

(cont.)
SMILES	dFosB act	SUMO Mot1 rescue	PKA-R2B act	CDK5 p35 inh	Pemphigus Ab inh	NSD2 HMT inh	SR-BI DiI inh	PKA-R1A activ	SR-BI uptake up	MITF act	Arr AP2 block
CCOc1ccccc1N(CC(=O)Nc1ccc(OC)c(OC)c1)S(=O)(=O)c1ccccc1	3	-21	-7	0.5	118	1	22	-8	-22	x	14
COC(=O)CC(CP(=O)(O)CN(C)C=O)C(=O)OC (configuration not stated)	4	-9	-6	-0.2	103	0	-5	-1	5	x	-10
O=[N+]([O-])c1ccc(NCc2ccccc2)nc1	-1	10	-5	0.6	101	1	-3	0	3	71	-3
Nn1cnc2sc3c(c2c1=O)CCC3	-11	-9	-6	0.7	96	-1	-15	-1	15	17	22
CC(=O)C(Sc1nnnn1-c1ccccc1)C(C)=O	-4	-17	-4	-0.6	x	-2	-4	3	4	-6	40
Cn1c(=O)c2c(ncn2CC(=O)N2CCN(c3ccc([N+](=O)[O-])cc3)CC2)n(C)c1=O	0	18	0	1.6	114	0	1	-11	-1	3	20
